# PHOSPHO1 block – blocks human PHOSPHO1 phosphatase activity. actives 1.1% (n = 290,000). recombinant PHOSPHO1, absorbance phosphatase assay. inhibition, % at 13.3 µM. Q8TCT1. AID 1565; in the data active = inhibition above about 60%
# SUMO HTRF inh – blocks human SUMOylation mediated by UBC9 | P63279 | HTRF SUMOylation assay, SAE1/SAE2 + UBC9, in vitro | inhibition, % at 35 µM | actives 0.36% (n = 290,000) | AID 2006; in the data active = inhibition above about 50%, passing the limit was not always enough; also: strong numbers were not always called active
# IMP-1 inhibitor – inhibitors of Pseudomonas aeruginosa IMP-1 metallo-beta-lactamase. purified IMP-1, nitrocefin hydrolysis, epi-absorbance fluorescence. inhibition, % at 5.6 µM. actives 0.45% (n = 290,000). AID 1556;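 active = inhibition above the mean plus 3 SD of all compounds in the same screening run, cut at about 4.5% in these data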;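 also: 0% = IMP-1 with DMSO and 100% = DMSO wells lacking enzyme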
#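 Material – recombinant IMP-1 enzyme, purified · Amount – IMP-1 0.2 nM before substrate addition · Medium – HEPES buffer pH 7.1 with ZnSO4 and Brij 35 · Timing – 25 °C, 15 min preincubation, 25 min reaction · Measured by – plate fluorescence quenching by hydrolysis product, ex 480/em 530 nm · Read-out – percent enzyme inhibition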
# MEKK3 PB1 HTS – raises or lowers MEK5 binding to the human MEKK3 PB1 domain; binding response (% of control), % at 10 µM; actives 1.4% (n = 290,000); bead-based flow cytometry, Alexa488-MEK5 binding to MEKK3; actives lie on both sides; 0 = blocked by unlabeled MEK5, 100 = vehicle; AID 1529; Q99759;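 active = binding response more than 3 SD above or below the average of its plate-row segment, actives on both sides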;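 also: Alexa488 bead fluorescence after subtracting the streptavidin-only scavenger bead signal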
# IDE cell activ – boosts human insulin-degrading enzyme activity in HEK cells | FAbeta-B cleavage, fluorescence polarization; 0% vehicle, 100% cell-free pure enzyme wells | P14735 | actives 0.073% (n = 340,000) | activation, % at 5.96 µM | AID 493087;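 active = activation above the mean of all tested compounds plus 3 SD, set per screening campaign, cut at about 17% in these data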
# Target sequence (P14735 whole entry, looked up): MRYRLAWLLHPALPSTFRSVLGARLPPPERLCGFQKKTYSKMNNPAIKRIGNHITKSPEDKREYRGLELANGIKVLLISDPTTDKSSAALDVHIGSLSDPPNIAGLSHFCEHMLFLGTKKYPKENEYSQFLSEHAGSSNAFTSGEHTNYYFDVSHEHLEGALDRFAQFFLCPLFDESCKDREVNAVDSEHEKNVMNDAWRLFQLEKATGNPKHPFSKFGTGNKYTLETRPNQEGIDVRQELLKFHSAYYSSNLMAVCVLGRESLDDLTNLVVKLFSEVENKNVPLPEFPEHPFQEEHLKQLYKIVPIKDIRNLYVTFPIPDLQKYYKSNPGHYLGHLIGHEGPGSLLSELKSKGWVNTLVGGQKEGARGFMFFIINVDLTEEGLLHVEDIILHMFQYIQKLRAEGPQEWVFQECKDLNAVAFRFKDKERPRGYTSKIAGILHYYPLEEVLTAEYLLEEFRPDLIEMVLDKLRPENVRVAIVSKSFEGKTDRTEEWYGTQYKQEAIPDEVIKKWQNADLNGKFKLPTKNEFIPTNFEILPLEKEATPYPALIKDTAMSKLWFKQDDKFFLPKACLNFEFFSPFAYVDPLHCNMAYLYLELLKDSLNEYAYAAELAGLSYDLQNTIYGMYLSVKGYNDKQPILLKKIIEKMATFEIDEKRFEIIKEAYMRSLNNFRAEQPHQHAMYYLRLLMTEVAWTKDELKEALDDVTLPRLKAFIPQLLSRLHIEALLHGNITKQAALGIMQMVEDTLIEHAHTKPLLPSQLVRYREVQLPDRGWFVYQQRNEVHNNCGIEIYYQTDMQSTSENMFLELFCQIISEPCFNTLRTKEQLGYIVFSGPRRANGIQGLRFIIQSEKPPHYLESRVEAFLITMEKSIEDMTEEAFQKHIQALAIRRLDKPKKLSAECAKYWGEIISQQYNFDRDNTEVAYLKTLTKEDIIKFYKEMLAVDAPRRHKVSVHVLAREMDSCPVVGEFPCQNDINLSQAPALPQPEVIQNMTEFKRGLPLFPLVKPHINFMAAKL
# VIM-2 inh – blocks Pseudomonas aeruginosa VIM-2 metallo-beta-lactamase | purified VIM-2, nitrocefin hydrolysis, epi-absorbance fluorescence | inhibition, % at 5.6 µM | actives 0.89% (n = 290,000);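 active = inhibition above the mean of all tested compounds plus 3 SD, cutoff set per screening run, cut at about 7.5% in these data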;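 also: red hydrolysis product quenches plate fluorescence so inhibitors raise well fluorescence; 0% = enzyme with DMSO and 100% = DMSO without enzyme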
# pCIP destab – lowers stability of the mouse p/CIP coactivator protein. decrease of EGFP signal, % at 10 µM. actives 0.01% (n = 290,000). AID 1984. Q05BA5. F442A p/CIP-EGFP cells, EGFP fluorescence, 16 h;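 active = EGFP signal decrease of at least 30% at 10 µM or well 3 SD below plate mean, unless failing retest; inactive = the rest, including hits failing retest or dose response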; also: some compounds called inactive have numbers as strong as hits; many of its hits are not listed in these tables
# HCV NS3 hel inh – blocks Hepatitis C virus NS3 helicase unwinding; actives 0.56% (n = 290,000); NS3 helicase DNA unwinding, Cy5 molecular beacon fluorescence; inhibition, % at 10.9 µM;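 active = inhibition above the mean of all tested compounds plus 3 SD, set per campaign, cut at about 35% in these data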;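 also: 0% = DMSO wells and 100% = thioflavine S control wells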
#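 test system = hepatitis C virus NS3 helicase domain fragment enzyme | reagent = annealed dual-labelled DNA beacon duplex, ATP-started | times = 1 h at 25 °C | detection = Cy5 fluorescence, 0 and 60 min reads | read-out basis = percent inhibition from t60/t0 fluorescence ratio | control set = DMSO and thioflavine S | replication = one well per compound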
# DNA FID counter – fluorescent intercalator displacement, NS3 helicase counter-screen. DNA fluorescent intercalator displacement, fluorescence. inhibition, % at 7.9 µM. actives 0.17% (n = 290,000); in the data active = inhibition above about 37%;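 also: 0% = vehicle and 100% = reference compound; higher means more ethidium bromide displaced from hairpin DNA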
# Active calls of the source: *; . = not tested or not shown; [ ] = dose if it differs, or a comment.
1: CC(=O)N1CCCc2cc(S(=O)(=O)N3CCCC(C(=O)Nc4cccc(F)c4)C3)ccc21 (stereo not given)
2: CC(=O)c1c(Cl)nc2ccc(Br)cc2c1-c1ccccc1
3: COc1ccc(Cl)cc1N1C(=O)CC(N2CCc3ccccc32)C1=O (stereo not given)
4: CN(C)C(=O)N1CCN(C(=O)N2CCOCC2)CC1
5: Cc1cccc(Nc2ncnc(N)n2)c1
6: O=C(Cc1nc2ccccc2[nH]1)NCc1ccco1
7: O=C(CCCN1C(=O)/C(=C/c2ccccc2Cl)SC1=S)NNC(=O)c1ccccc1
8: O=S(=O)(c1ccc(Br)s1)N1CCN(c2ccnc3cc(Cl)ccc23)CC1

Assay by compound	1	2	3	4	5	6	7	8
PHOSPHO1 block	20	14	13	4	54	-7	10	25
SUMO HTRF inh	-2	0	-5	16	9	21	1	15
IMP-1 inhibitor	-3.9	-2.0	-0.6	-2.5	-2.2	-1.0	-2.8	0.8
MEKK3 PB1 HTS	101	103	101	107	101	103	94	101
IDE cell activ	-6	0	3	4	2	-4	-1	.
VIM-2 inh	-1.6	0.6	-3.9	0.7	-1.2	-0.1	-3.5	0.3
pCIP destab	1	11	-8	-2	-17	3	-14	-20
HCV NS3 hel inh	1	-2	6	1	-25	20	2	-31
DNA FID counter	-42	-19	-6	-3	1	-1	-8	-17

9: CC(C)n1cnc2cc(NC(=O)c3ccco3)ccc21
10: CCC[N+](CC#Cc1ccccc1)(CCC)CC(=O)c1ccc(Cl)cc1
11: O=C(NCCN1CCCCC1)Nc1ccc([N+](=O)[O-])cc1
12: COc1ccc(CNC(=O)CN2CCN(c3cccc(C)c3C)CC2)cc1
13: CN(C(=O)CCS(=O)(=O)c1ccc2c(c1)oc(=O)n2C)C1CCCCC1
14: CCNC(=S)N(CCc1c(C)[nH]c2ccc(C)cc12)Cc1ccco1
15: Cc1ccc(-n2c(N)c(C(N)=O)sc2=S)c(C)c1
16: CC(C)COC(=O)c1ccc(N2C(=O)c3ccccc3C2=O)cc1

Assay by compound	9	10	11	12	13	14	15	16
PHOSPHO1 block	18	-12	41	15	44	-11	88*	7
SUMO HTRF inh	7	12	17	-22	13	7	7	-7
IMP-1 inhibitor	-0.7	-1.1	-2.3	-2.8	0.8	-2.6	-0.2	-0.2
MEKK3 PB1 HTS	96	96	105	101	99	105	.	5.0*[inhibitor]
IDE cell activ	-1	2	5	-1	2	5	-3	8
VIM-2 inh	0.6	-2.8	-0.4	-0.9	-0.2	-4.2	-0.5	-1.6
pCIP destab	0	-3	4	5	-4	-6	-7	-4
HCV NS3 hel inh	8	4	-1	-7	3	-3	-4	7
DNA FID counter	-6	-11	5	-11	-16	-12	2	-10

17: CCOc1ccc(C(=O)Nc2ccc(N3CCN(S(C)(=O)=O)CC3)cc2)cc1[N+](=O)[O-]
18: CCOc1ccc(NC(=O)c2c(NC(=O)CNCCN3CCOCC3)sc3c2CCC3)cc1
19: CCOCC(=O)Nc1cccc(SC)c1
20: O=C(c1ccncc1)N1CCN(C(=O)c2ccco2)CC1
21: COc1ccc(C(=O)Nc2ccccc2C(=O)NCc2ccco2)cc1
22: C=C1CCN([C@@H](C)C(=O)OCc2ccc(C)cc2)S(=O)(=O)c2ccccc21
23: COC(=O)C1C/C(=N\NS(=O)(=O)c2ccc(C)cc2)c2ccsc2C1 (stereo not given)
24: Cc1nc2c(-c3ccc(F)cc3)c(C)nn2c(C)c1CCC(=O)N1CCN(c2ccccc2)CC1

Assay by compound	17	18	19	20	21	22	23	24
PHOSPHO1 block	41	43	42	-27	22	27	7	4
SUMO HTRF inh	9	-3	-9	9	-16	-8	-20	-4
IMP-1 inhibitor	-0.4	-2.0	-1.3	-4.4	-3.7	.	-2.9	-3.7
MEKK3 PB1 HTS	94	97	103	113	103	100	99	110
IDE cell activ	-2	-1	1	7	2	3	3	2
VIM-2 inh	2.8	-5.2	1.0	-2.2	-1.2	.	-2.0	-4.5
pCIP destab	-18	-6	2	4	7	2	5	-18
HCV NS3 hel inh	6	-50	-1	1	-10	.	-12	7
DNA FID counter	2	3	-3	0	-19	.	-18	-16

# As entered above:
# Result of `COC(=O)C1C/C(=N\NS(=O)(=O)c2ccc(C)cc2)c2ccsc2C1` (stereo not given) under MEKK3 PB1 HTS: 99
# Result of `CCOCC(=O)Nc1cccc(SC)c1` under pCIP destab: 2
# Result of `Cc1nc2c(-c3ccc(F)cc3)c(C)nn2c(C)c1CCC(=O)N1CCN(c2ccccc2)CC1` under SUMO HTRF inh: -4
# Result of `CCOc1ccc(NC(=O)c2c(NC(=O)CNCCN3CCOCC3)sc3c2CCC3)cc1` under HCV NS3 hel inh: -50

# Next section:
25: CN(C)C(=O)c1cccn(Cc2ccc(C(F)(F)F)cc2)c1=O
26: CC(C)c1ccc(/C=C2\SC(=O)N(CC(=O)NC3CCS(=O)(=O)C3)C2=O)cc1 (stereo not given)
27: CC1CCN(c2ccc(S(=O)(=O)NC3=NCCCCC3)cc2[N+](=O)[O-])CC1
28: O=C(NCc1cccnc1)/C(=C/c1ccc(-c2cccc(Cl)c2)o1)S(=O)(=O)c1ccccc1
29: C/C=N/NC(=O)CCCC(=O)N/N=C/C
30: O=C(NCCc1ccc(Cl)cc1)C1CCN(c2cnccn2)CC1
31: Cn1cc(CC(=O)NCc2ccc(F)cc2)c2ccccc21
32: CC(=O)c1sc(NC(C)c2ccccc2)nc1C (stereo not given)

Assay by compound	25	26	27	28	29	30	31	32
PHOSPHO1 block	42	17	36	10	27	7	.	6
SUMO HTRF inh	4	7	0	-3	25	7	3	19
IMP-1 inhibitor	-2.2	-3.4	-2.6	-2.2	-1.4	-2.1	-4.5	0.0
MEKK3 PB1 HTS	104	99	102	103	98	95	105	103
IDE cell activ	-4	-4	1	3	4	4	-2	3
VIM-2 inh	-2.1	2.0	-2.1	-2.8	1.0	-1.3	0.2	1.7
pCIP destab	-14	-12	-8	1	6	-2	-6	-2
HCV NS3 hel inh	-5	6	-8	-11	10	5	2	-3
DNA FID counter	-3	-31	-13	-20	-3	-8	-16	-6

33: N#Cc1cc([N+](=O)[O-])ccc1NC(=O)COC(=O)CC1CCCC1
34: COCC1CCN(C(=O)CCc2nnc(CCCCc3ccccc3)o2)CC1
35: CCCNC(=O)NC(=O)CSc1ccc(C)cc1C
36: CCN(CC)C(=O)Cn1c(=O)n(CCC(=O)Nc2ccc(F)cc2)c(=O)c2sccc21
37: COc1ccc(CNC(=O)CCCCCNC(=O)N2CCn3c2nc2ccccc23)cc1
38: Cc1c(N=Nc2c(-c3ccc([N+](=O)[O-])cc3)[nH]n(C(N)=S)c2=O)cccc1[N+](=O)[O-]
39: Nc1ccccc1Nc1c(F)c(F)nc(F)c1Cl
40: CC(=O)c1c(O)cc(C)n(Cc2ccccc2)c1=O

Assay by compound	33	34	35	36	37	38	39	40
PHOSPHO1 block	30	28	-6	45	38	-26	-5	.
SUMO HTRF inh	34	-5	4	5	5	69*	13	.
IMP-1 inhibitor	-1.7	-3.0	-3.4	-4.4	-2.6	-5.3	-4.5	-1.1
MEKK3 PB1 HTS	104	98	99	98	103	115	105	97
IDE cell activ	.	5	0	-2	7	6	2	4
VIM-2 inh	-2.0	-2.0	-0.8	-1.7	-2.1	-6.6	-2.7	-5.5
pCIP destab	-14	-7	-44	-4	-7	-27	-9	.
HCV NS3 hel inh	-15	-13	1	3	1	15	4	1
DNA FID counter	-1	-29	-13	-16	-52	-5	-10	-2

41: Cc1ccccc1Cn1cc(NC(=O)c2cc(C3CC3)on2)cn1
42: COc1ccc(CCNC(=O)c2nnn(-c3ccccc3OC)c2N)cc1OC
43: Cc1cc(C)c2nc(C(F)(F)F)nc(N3CCN(C(=O)c4ccco4)CC3)c2c1
44: O=C(COc1cc2oc(=O)c3c(c2cc1Cl)CCC3)NCC(O)c1ccccc1 (stereo not given)
45: O=C(Nc1cccc(O)c1)c1ccc(Br)c(S(=O)(=O)N2CCCCC2)c1
46: O=C(N/N=C/c1ccccc1O)C1SCCCS1
47: Cc1ccccc1C(=O)NCCCNC(=O)c1ccco1
48: O=C(COc1cccc2cccnc12)NCc1cccs1

Assay by compound	41	42	43	44	45	46	47	48
PHOSPHO1 block	-8	52	-6	15	-18	24	24	-10
SUMO HTRF inh	-2	0	1	9	9	13	14	8
IMP-1 inhibitor	-2.3	-1.4	-4.8	-2.5	-2.2	-1.1	-1.3	-2.2
MEKK3 PB1 HTS	99	98	108	97	97	98	101	104
IDE cell activ	-1	5	-3	7	2	1	-4	3
VIM-2 inh	-1.3	-3.7	-3.1	14*	-2.4	-2.1	-2.8	-3.8
pCIP destab	2	-1	-1	-19	-5	21	-6	5
HCV NS3 hel inh	-5	2	-2	9	-16	-2	10	15
DNA FID counter	-24	-23	-1	-48	-10	-7	-2	-9

49: CC(C)Oc1ccc(/C(O)=C2/C(=O)C(=O)N(CCN3CCNCC3)C2c2ccc(C(C)C)cc2)cc1 (stereo not given)
50: O=C(C[n+]1cccc(CNC(=O)c2ccc(OC(F)F)cc2)c1)Nc1ccc(SC(F)F)cc1
51: CC(=O)NCCNC(=O)c1ccc(NC2=NC3CS(=O)(=O)CC3S2)cc1 (stereo not given)
52: CC1=C(C(=O)Nc2ccc([N+](=O)[O-])cc2)C(c2cccc(C(F)(F)F)c2)NC(=S)N1c1ccccc1 (stereo not given)
53: CC(C)c1ccccc1NC(=O)c1ccc2ncsc2c1
54: c1cc(-c2noc(CC3CCCCC3)n2)ccn1
55: COCCCNC(=O)c1cccc(OC)c1OC
56: COc1ccc(-c2cn3c(C)c(C(=O)NCCN4CCOCC4)sc3n2)cc1
57: Cn1nc(-c2ccccc2)c(C(=O)Nc2ccc(C(F)(F)F)cc2)c1Cl
58: CCCCCn1c(=O)[nH]c2cc(C(=O)N3CCN(C(=O)OCC)CC3)ccc2c1=O
59: Cc1cc(C)n(-c2c(F)c(F)c(COC(=O)c3ccccc3)c(F)c2F)n1

Assay by compound	49	50	51	52	53	54	55	56	57	58	59
PHOSPHO1 block	.	-8	42	-4	26	0	-10	32	21	10	0
SUMO HTRF inh	4	7	16	-22	10	28	25	4	17	14	-14
IMP-1 inhibitor	-2.4	-1.8	-1.6	-2.8	-3.2	-2.0	-3.1	-1.9	-1.2	-1.2	-3.2
MEKK3 PB1 HTS	102	97	94	98	104	97	101	.	100	106	100
IDE cell activ	-3	-5	-6	5	1	8	2	2	5	3	1
VIM-2 inh	-4.3	-2.2	-0.9	-4.3	-0.6	-0.9	-2.8	-2.4	-1.2	-1.5	-2.4
pCIP destab	-2	-2	-1	7	-9	0	-20	-2	5	-5	-6
HCV NS3 hel inh	-9	-80	-10	-3	-5	2	0	-6	-5	-8	-9
DNA FID counter	-25	28	-1	8	-9	-2	1	5	1	-43	-24

# A different layout for part of the listing above.
no.	Molecule	PHOSPHO1 block	SUMO HTRF inh	IMP-1 inhibitor	MEKK3 PB1 HTS	IDE cell activ	VIM-2 inh	pCIP destab	HCV NS3 hel inh	DNA FID counter
52	CC1=C(C(=O)Nc2ccc([N+](=O)[O-])cc2)C(c2cccc(C(F)(F)F)c2)NC(=S)N1c1ccccc1 (stereo not given)	-4	-22	-2.8	98	5	-4.3	7	-3	8
53	CC(C)c1ccccc1NC(=O)c1ccc2ncsc2c1	26	10	-3.2	104	1	-0.6	-9	-5	-9

# Some of the compounds tested. The share of hits here may be higher or lower than overall.
